VHR inh abs – inhibitors of human VHR1 phosphatase (DUSP3); recombinant VHR phosphatase, pNPP absorbance; inhibition, % at 13.3 µM; hit rate 0.52% among 290,000; in the data active = inhibition above about 50%; note: some compounds called inactive have numbers as strong as hits
Target sequence (P51452 whole entry, looked up): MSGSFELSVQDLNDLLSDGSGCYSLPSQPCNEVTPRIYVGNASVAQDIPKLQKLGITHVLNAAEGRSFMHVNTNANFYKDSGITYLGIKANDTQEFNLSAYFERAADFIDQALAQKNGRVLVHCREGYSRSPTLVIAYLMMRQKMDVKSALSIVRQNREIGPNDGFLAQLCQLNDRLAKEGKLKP
Y pestis TopoI – blocks Yersinia pestis topoisomerase I activity. hit rate 0.064% among 360,000. Y. pestis Topo-I cleavage product accumulation, plate reader. activity, % at 10 µM; in the data active = activity above about 50%, passing the limit was not always enough; note: inactives centre near 2
MazEF act – increases E. coli MazEF RNase cleavage of RNA; activation, % at 20 µM; hit rate 0.32% among 350,000; AID 504720; FAM/BHQ RNA-DNA oligo cleavage fluorescence, 5 h; in the data active = activation above about 50%
Target sequence (P0AE70 whole entry, looked up): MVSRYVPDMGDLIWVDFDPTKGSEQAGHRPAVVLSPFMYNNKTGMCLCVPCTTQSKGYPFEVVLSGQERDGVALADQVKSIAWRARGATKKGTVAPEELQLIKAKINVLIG
Rv3671c protease – inhibits the M. tuberculosis serine protease Rv3671c | inhibition, % at 5.96 µM | hit rate 0.048% among 320,000 | P9WHR9; in the data active = inhibition above about 38%;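 note: extracellular domain of Rv3671c used as enzyme; 0% = enzyme with DMSO and 100% = no enzyme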
Target sequence (P9WHR9 whole entry, looked up, the tested form may be a part): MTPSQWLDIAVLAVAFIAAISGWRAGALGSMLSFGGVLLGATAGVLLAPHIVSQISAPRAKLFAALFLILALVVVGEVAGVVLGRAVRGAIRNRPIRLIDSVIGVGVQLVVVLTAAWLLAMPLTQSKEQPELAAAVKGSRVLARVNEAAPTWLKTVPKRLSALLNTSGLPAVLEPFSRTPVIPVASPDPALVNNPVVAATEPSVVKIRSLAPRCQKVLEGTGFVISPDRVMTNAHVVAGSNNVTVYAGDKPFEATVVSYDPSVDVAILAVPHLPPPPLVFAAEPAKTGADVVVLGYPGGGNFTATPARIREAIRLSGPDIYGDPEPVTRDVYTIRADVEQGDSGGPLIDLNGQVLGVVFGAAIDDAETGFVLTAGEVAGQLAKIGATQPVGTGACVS
CCHF vOTU inh – CCHFV vOTU protease inhibition | Pep-AMC fluorescence | inhibition, % at 11.5 µM | hit rate 0.55% among 370,000; in the data active = inhibition above about 30%; note: 0% = vehicle wells with enzyme and 100% = no enzyme wells
SSB-PriA inh – inhibitors of Klebsiella pneumoniae PriA binding to SSB C-terminal tail; hit rate 0.6% among 430,000; inhibition, % at 33 µM; AlphaScreen SSBct-PriA binding, biotinylated peptide; AID 1272365; in the data active = inhibition mostly above about 37%, no sharp cut-off; inactive = mostly below about 20%;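 note: plate controls were negative control peptide for no effect and reference peptide for full effect; strong numbers were not always called active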
TcdB inh – TcdB glycohydrolase inhibition; TcdB glycohydrolase enzymatic assay, plate reader; inhibition, % at 9.99 µM; hit rate 0.24% among 350,000; in the data active = inhibition above about 10%
SARS 3CLpro inh – SARS-CoV 3CLpro protease inhibition; recombinant SARS-CoV 3CLpro, quenched FRET peptide cleavage; inhibition, % at 6 µM; hit rate 0.14% among 290,000; in the data active = inhibition above about 12%
PrPC TRFRET – cell surface PrPC inhibition, primary TR-FRET screen. P04156. TR-FRET read-out. inhibition, % at 13.8 µM. hit rate 0.43% among 370,000. AID 720596; in the data active = inhibition above about 24%; note: 0% = median of the test wells and 100% = reference compound wells
Vc quorum ag – induces V. cholerae light production without autoinducers; V. cholerae BH1578 lux reporter, luminescence, 6 h; activation, % at 18.7 µM; hit rate 0.16% among 350,000; AID 588436; in the data active = activation mostly above about 9.7%, no sharp cut-off; note: not every result past the cut was called active; inactives centre near 0; reference of the scale not given here
Numbers without * were called inactive; i = inactive; / = no result given; & = joins results of further samples.

Short keys: A = VHR inh abs; B = Y pestis TopoI; C = MazEF act; D = Rv3671c protease; E = CCHF vOTU inh; F = SSB-PriA inh; G = TcdB inh; H = SARS 3CLpro inh; I = PrPC TRFRET; J = Vc quorum ag
> Cc1cc2c(ncn2C(C)C)c(N)c1C
  A: 2	B: 5	C: 5	D: 8	E: -5	F: 15	G: /	H: 2	I: -5	J: /

> Cc1cc(N2CCOCC2)nc(N2CCOCC2)n1
  A: 23&-8	B: 3	C: 8	D: 6	E: 4	F: -30	G: 0.6	H: -3&2	I: 2	J: -1.0

> Cc1ccc(S(=O)(=O)N2CCCC2c2nc3ccccc3s2)cc1 (configuration not stated)
  A: 27	B: 6	C: -5	D: 2	E: 5	F: -17	G: /	H: -1	I: 1	J: -4.3

> Cc1noc(C)c1C(=O)OCC(=O)NCCc1ccc(Cl)cc1
  A: -21	B: 0	C: -2	D: -4	E: 2	F: -6	G: /	H: -3	I: -1	J: i

> Cc1ccc(CCC(=O)Nc2ccc([N+](=O)[O-])cc2Cl)o1
  A: 2	B: 2	C: -2	D: 5	E: 1	F: -1	G: 1.3	H: 1	I: -6	J: -0.4

> CCOC(=O)C1=CC[C@@H](c2cc3cc(OC)ccc3n2C)N(S(=O)(=O)c2ccc(C)cc2)[C@H]1C(=O)OCC
  A: /	B: 0	C: -26	D: 0	E: -5	F: 3	G: 1.4	H: /	I: 4	J: -1.0

> Cc1cc(C)nc(CCNC(=O)c2cc(COc3ccc(F)cc3F)on2)n1
  A: 0	B: -1	C: 2	D: -3	E: -8	F: 1	G: 0.2	H: -1	I: 1	J: i

> Cc1ccc(NC(=O)COc2ccc(S(=O)(=O)N3CCOCC3)cc2)cc1
  A: 15	B: 5	C: -13	D: -2	E: -8	F: -13	G: /	H: 1	I: -3	J: -0.2

> Cc1ccc(N2CCN(C(=O)c3cccs3)CC2)c(C)c1
  A: -11	B: 5	C: -2	D: 4	E: 22	F: -9	G: 1.1	H: 1	I: 3	J: -0.7

> Cc1ccccc1NS(=O)(=O)c1cc(C(=O)N2CCCC2)ccc1C
  A: -11	B: -4	C: 2	D: -4	E: -3	F: -5	G: /	H: 6	I: -1	J: i

Continued, starting with the last four of the part before.
Short keys: A = VHR inh abs; B = Y pestis TopoI; C = MazEF act; D = Rv3671c protease; E = CCHF vOTU inh; F = SSB-PriA inh; G = TcdB inh; H = SARS 3CLpro inh; I = PrPC TRFRET; J = Vc quorum ag
> Cc1cc(C)nc(CCNC(=O)c2cc(COc3ccc(F)cc3F)on2)n1
  A: 0	B: -1	C: 2	D: -3	E: -8	F: 1	G: 0.2	H: -1	I: 1	J: i

> Cc1ccc(NC(=O)COc2ccc(S(=O)(=O)N3CCOCC3)cc2)cc1
  A: 15	B: 5	C: -13	D: -2	E: -8	F: -13	G: /	H: 1	I: -3	J: -0.2

> Cc1ccc(N2CCN(C(=O)c3cccs3)CC2)c(C)c1
  A: -11	B: 5	C: -2	D: 4	E: 22	F: -9	G: 1.1	H: 1	I: 3	J: -0.7

> Cc1ccccc1NS(=O)(=O)c1cc(C(=O)N2CCCC2)ccc1C
  A: -11	B: -4	C: 2	D: -4	E: -3	F: -5	G: /	H: 6	I: -1	J: i

> COc1ccc(/C=C/C(=O)NCc2nc3ccccc3[nH]2)cc1OC
  A: 36	B: -5	C: 7	D: 3	E: -17	F: 15	G: 1.6	H: 0	I: -12	J: -0.2

> O=C(NCc1ccco1)c1ccc(Oc2ccccc2)cc1
  A: -6	B: 16	C: 1	D: 1	E: -3	F: -3	G: /	H: -3	I: 1	J: -0.3

> COc1ccc(C(=O)CN2C(=O)NC3(CCCc4ccccc43)C2=O)cc1OC (configuration not stated)
  A: 9	B: -12	C: -6	D: 1	E: -7	F: -1	G: /	H: -1	I: -4	J: -0.4

> NC(Cc1ccc(Cl)cc1)c1csc(NC(=O)Nc2ccccc2)n1 (configuration not stated)
  A: /	B: -4	C: /	D: /	E: 3	F: /	G: -0.3	H: /	I: 3	J: -1.1

> NC(=S)N=Nc1c(O)n(CC(=O)Nc2ccccc2)c2ccccc12
  A: 44	B: -6	C: 4	D: -10	E: -2	F: -7	G: 1.2	H: -3	I: -18	J: i

> COc1ccc(/C(O)=C2/C(=O)C(=O)N(CCCN(C)C)C2c2ccc(Cl)cc2)cc1OC (configuration not stated)
  A: /	B: -11	C: 5	D: 9	E: 3	F: /	G: /	H: -5	I: -4	J: -0.1

> O=C(NC(=S)Nc1cccc2cccnc12)c1ccccc1
  A: 37	B: 2	C: 26	D: 3	E: 13	F: 3	G: /	H: 3	I: 5	J: i

> Cc1nnc(C)n1/N=C/c1cccc(Oc2ccccc2)c1
  A: 31	B: 11	C: 8	D: -1	E: 5	F: /	G: 0.0	H: 4	I: 3	J: 6.2

> CCOC(=O)CN1C(=O)S/C(=C/c2cc(C)n(-c3ccccn3)c2C)C1=O
  A: 15	B: 11	C: 10	D: -4	E: 9	F: -29	G: /	H: -4	I: -5	J: -1.3

> O=C(NCc1ccco1)c1nc2ncccn2n1
  A: 0	B: 0	C: 4	D: -5	E: -4	F: -9	G: /	H: 7	I: -1	J: -0.6

> COc1ccc(C(=O)Nc2nc3ccccc3c(=O)[nH]2)cc1
  A: 21	B: -1	C: 9	D: -3	E: 2	F: -9	G: 0.4	H: 1	I: 7	J: i

> CN(C(=O)CO/N=C/c1ccc(OC(F)F)cc1)C1CCS(=O)(=O)C1 (configuration not stated)
  A: 14	B: 5	C: 9	D: 2	E: -3	F: /	G: 0.4	H: -2	I: 6	J: -0.5

> C[C@@H]1CN([C@H](C)CO)C(=O)c2c(c3ccccc3n2C)-c2ccccc2CO[C@H]1CN(C)Cc1ccc(Oc2ccccc2)cc1
  A: /	B: 42	C: 0	D: /	E: 3	F: /	G: 2.0&1.0	H: /	I: -7	J: -0.4

> N#C/C(=C\c1ccccc1)C(=O)Nc1ccccn1
  A: 9	B: 1	C: 22	D: 4	E: -16	F: 3	G: 0.5	H: -5	I: 9	J: i

> Cc1ccccc1[N+](=O)[O-]
  A: /	B: 3	C: -5	D: -6	E: -3	F: -2	G: 1.0	H: /	I: 3	J: -0.3

> COc1cc(/C=C/C(=O)O)cc(S(=O)(=O)N2CCN(S(=O)(=O)c3ccc(Cl)cc3)CC2)c1OC
  A: -13	B: 0	C: 13	D: 7	E: -7	F: -17	G: 0.7	H: 4	I: -5	J: 4.3

> Cc1cc(C(=O)COC(=O)C2=NN(c3ccccc3)C(=O)CC2)c(C)n1CC(F)(F)F
  A: 27	B: -3	C: -5	D: -1	E: 20	F: 7	G: 0.2	H: -6	I: 2	J: -0.3

> c1ccc2c(CNCCN3CCOCC3)cccc2c1
  A: 21	B: 3	C: 2	D: 2	E: 3	F: -9	G: /	H: -2	I: -5	J: 4.5

> C[C@H](NC(=O)CCC(=O)N1C[C@H]2C[C@H](C1)c1cccc(=O)n1C2)c1ccccc1
  A: 37	B: -2	C: -1	D: -8	E: -3	F: /	G: -0.5	H: 1	I: 2	J: -0.7

> O=C(N/N=C/c1cccnc1)c1ccccc1[N+](=O)[O-]
  A: 17	B: 1	C: -1	D: 0	E: 13	F: /	G: 0.6	H: 1	I: -12	J: i

> O=C(NCCc1ccccc1)C(=O)N/N=C/c1ccccc1C(F)(F)F
  A: 31	B: -1	C: -16	D: -7	E: -16	F: /	G: 2.7	H: 0	I: -3	J: i

> COc1ccc(S(=O)(=O)N2CCN(C(=O)c3cc4c(s3)CCCC4)CC2)cc1
  A: /	B: 5	C: 1	D: -15	E: 13	F: -12	G: -5.6	H: /	I: 11	J: i

> COc1ccc(Nc2nc(Cl)nc(NCc3ccco3)n2)cc1
  A: 28	B: -1	C: -3	D: -27	E: 21	F: -23	G: 0.0	H: 0	I: 5	J: /

> C/C(=N/NS(=O)(=O)c1ccc(C)cc1)[C@H]1C[C@@H]1c1ccccc1
  A: 5	B: 10	C: 19	D: 5	E: 13	F: /	G: -0.1	H: 2	I: -12	J: i

> CN1CCN(C(=O)CCCOc2ccc(Cl)cc2Cl)CC1
  A: 24	B: 19	C: 4	D: -11	E: 10	F: 0	G: /	H: -2	I: 1	J: -1.4

> CCOC(=O)C1=C(COC(=O)COc2ccc(OCC)cc2)NC(=O)NC1C (configuration not stated)
  A: /	B: 5	C: -2	D: 4	E: -6	F: 0	G: 0.5	H: /	I: -1	J: i

> CC1CCC2(CC1)NC(=O)N(CC(=O)Nc1cccc(S(=O)(=O)N3CCCCC3)c1)C2=O (configuration not stated)
  A: /	B: -2	C: 3	D: -4	E: 12	F: 9	G: 1.1	H: /	I: 2	J: i

> COC(=O)c1sc(SC)c2c1CC(C)(C)C/C2=N/O
  A: 14	B: 6	C: -2	D: -5	E: 3	F: /	G: -1.7	H: 1	I: -4	J: -0.6

> COC(=O)c1sccc1NC(=O)CSc1ccccc1NC(=O)CNC(C)C
  A: 11	B: -4	C: 1	D: 6	E: -4	F: -1	G: 2.0	H: 2	I: -4	J: i

> CC1(C)CC(=O)C=C(NCCO)C1
  A: 21	B: 2	C: 6	D: 5	E: 3	F: -33	G: /	H: -5	I: -3	J: i

> CCN(CC)C(=O)c1ccc2nc(-c3ccccc3)c(-c3ccccc3)nc2c1
  A: 13	B: 4	C: -3	D: -6	E: -38	F: 2	G: 0.2	H: 3	I: -3	J: -0.2

> CCOC(=O)CCC(=O)OCC(=O)NC(C)C1CC2CCC1C2 (configuration not stated)
  A: 7	B: -2	C: -7	D: 3	E: 12	F: -34	G: /	H: 9	I: 7	J: /

> CCc1cccc(C)c1NC(=S)N1CCCC1C(=O)O (configuration not stated)
  A: 12	B: -8	C: -1	D: 1	E: 6	F: -19	G: 1.0	H: -2	I: 1	J: i

> CC1CCN(C(=O)CSc2ccc(-c3cccnc3)nn2)CC1
  A: 19	B: 10	C: -2	D: 0	E: 10	F: -9	G: 0.7	H: 2	I: -2	J: i

> O=C(Nc1nccs1)c1ccccc1Br
  A: 23	B: 0	C: 10	D: -8	E: -9	F: -11	G: 1.2	H: -2	I: -7	J: -0.3

> O=C(CCN1CCN(Cc2ccccc2)CC1)Nc1ccc(OCc2ccccc2)cc1
  A: 21	B: 19	C: 7	D: 2	E: 4	F: -6	G: /	H: 5	I: 2	J: i

> COCCNC(=O)c1c[nH]c2ccc(S(=O)(=O)Nc3ccc(F)cc3F)cc2c1=O
  A: 14	B: 3	C: -3	D: -7	E: 3	F: -2	G: -1.3	H: -3	I: 4	J: -0.1

> Cc1ccc(C)c(OCCCNCc2ccccc2)c1
  A: 19	B: 8	C: 4	D: 0	E: 22	F: -3	G: -5.9	H: -1	I: 1	J: -0.6

> Brc1ccc(-c2nnc3sc(CNC4CCCC4)cn23)cc1
  A: -4	B: 3	C: -21	D: 2	E: 1	F: 0	G: 1.6	H: 1	I: 46*	J: -0.2

> CC(OC(=O)c1ccc(NS(=O)(=O)c2cccs2)cc1)C(=O)N(C)C1CCCCC1 (configuration not stated)
  A: -4	B: 2	C: 0	D: -6	E: -3	F: 8	G: 1.9	H: -4	I: 1	J: 0.6

> O=C(Nc1ccc(Br)cc1)Nc1cnccn1
  A: 13	B: -4	C: 4	D: /	E: 1	F: -11	G: 0.5	H: -2	I: 7	J: -0.2

> CCOC(=O)C1=C(COC(=O)CNC(=O)c2ccc(C)cc2)NC(=O)NC1C (configuration not stated)
  A: 6	B: -8	C: -2	D: -2	E: 1	F: -27	G: 3.1	H: -3	I: -2	J: i

> CCCCNC(=O)c1cn(CC)c2cc(N3CCN(C)CC3)c(F)cc2c1=O
  A: 20	B: 10	C: -2	D: -6	E: -10	F: 5	G: 1.5	H: 0	I: 2	J: i

These rows are one share of the data; count on the stated rates, not on these rows.
